High-throughput results (PubChem)
KDM5B inhibitor = inhibitors of human KDM5B histone demethylase; 220,000 tested, 2.6% active; KDM5B demethylase, FDH-coupled NADH fluorescence (FDH is formaldehyde dehydrogenase); AID 1347165; Q9UGL1; Potency, µM (series often up to 57.7 µM), for the others: at the highest dose activity change, negative = inhibition, usual class: inhibitors; active means well fitted inhibition curve with a large enough effect; inconclusive means small, poorly fitted or top-dose-only effect; inactive means no such curve, though single readings can be large or run the other way; further: 0% is about no effect; nearly all actives have a fitted effect of over 70% in size
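Measured: NADH fluorescence change, 30 min, RT. System: KDM5BΔAP 200 nM final, H3K4me3 peptide, α-KG, Fe(II), ascorbate, NAD⁺ plus FDH, pH 7.5 HEPES. Compounds: titrated, 10 min pre-incubation with enzyme.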
* hit, by the source's call; i = inactive; ? = inconclusive; [ ] = remark or other dose. Potency means the concentration at half of the fitted maximal effect. Not all compounds are listed. The share of hits here may be higher or lower than overall.

SMILES	KDM5B inhibitor
Cc1noc(C)c1C(=O)OCC(=O)N1CCN(S(=O)(=O)c2ccc3ccccc3c2)CC1	8%
CN1CCN(CC2(Cn3ccnc3-c3ccc(C(=O)O)cc3)CC2)CC1	8%
Cn1nccc1C(=O)NCCC1CCN(C(=O)Nc2ccc(F)cc2)CC1	17%
C=C(C)/C=N/NC(=S)Nc1ccc(S(=O)(=O)N2CCOCC2)cc1	-12%
Cc1cccc(NC(=O)c2c(NC(=O)C(F)(F)F)sc3c2CCCCC3)c1	?
CN1CCN(C(=O)c2ccc(CNC(=O)c3cc(=O)[nH]c4ccccc34)cc2)CC1	?
COC(=O)c1ccc2c(c1)sc(=NC(=O)c1ccc(S(=O)(=O)N3CCCCC3)cc1)n2C	7%
CCOc1ccc(CCNC(=O)c2ccc3c(c2)c(C)c(C)n3Cc2ccccc2)cc1OCC	?
Cc1noc(-c2cn(C3CCN(C(=O)c4cccc(Cl)c4)C3)nn2)n1 (stereo not drawn)	-2%
CC(C)CCNC(=O)CCc1nnc2n(CCCOC(C)C)c(=O)c3ccccc3n12	?
COc1ccc(-c2noc([C@@H]3CCCN3C3CCCCC3)n2)cn1	-29%[86.2 µM]
CCOc1ccccc1NC(=O)Cc1nc(-c2ccccc2)oc1C	-2%
O=C(O)CCC1CCN(S(=O)(=O)c2cccc(F)c2)CC1	5%
Cc1nn2c(c1-c1ccccc1-c1ccccc1)N(Cc1ccc(O)cc1)CCC2	28µM*
Cn1c(N)c(C(=O)COC(=O)c2ccccc2C(=O)c2ccccc2)c(=O)n(C)c1=O	17%
O=C(Nc1ccccc1F)Nc1ncc(Cl)cc1Cl	17%
Cc1ccc(NC(=O)c2cc(C)nc3c2c(C)nn3-c2cccc(Cl)c2C)c(C)c1	-10%
Cc1ccccc1NS(=O)(=O)C1CCS(=O)(=O)C1 (stereo not drawn)	-9%
C/C(=N\N=C1/SC(CC(=O)O)C(=O)N1c1ccccc1)c1ccc(C)cc1 (stereo not drawn)	19%
COc1cccc(CN(C)CC(O)COc2c(C)cccc2C)c1OC (stereo not drawn)	10%
CCN1C(=O)C2CC3(CCN(C(=O)Cc4ccccc4)CC3)CN2C1=O (stereo not drawn)	?
O=C(c1n[nH]c(=O)c2ccccc12)N1CCCC1c1nc(CCOCC2CC2)no1 (stereo not drawn)	-3%
Cc1ccc(Sc2ccc(N3CCCC(C(=O)Nc4ccc(Cl)cc4)C3)nn2)cc1 (stereo not drawn)	?
CC(SC(C)c1ccccc1Cl)C(=O)NC(N)=O (stereo not drawn)	-1%
CC(Sc1ncnc2c1cnn2-c1ccccc1)C(=O)Nc1ccc(N2CCOCC2)cc1 (stereo not drawn)	?
Following part.
SMILES	KDM5B inhibitor
O=C(c1cccc(Cl)c1)N1CCN(C(=O)c2nnn3c2COC(c2ccc(F)cc2)C3)CC1 (stereo not drawn)	24%
O=C(NCc1ccccc1)C1CC(=O)N(C2CCCCC2)C1 (stereo not drawn)	23%
O=C(Oc1ccc2c(c1)OCC2=O)c1ccc(Cl)cc1	-14%
COCC(=O)NC[C@H]1COCc2nc3cc(S(C)(=O)=O)ccc3n21	-5%[86.2 µM]
CN(Cc1ccc2c(c1)OCO2)Cc1nc(N)nc(Nc2ccc(Cl)cc2)n1	7%
CN1CCN(c2nc3c(c(=O)[nH]2)CCN(Cc2cccc(F)c2F)CC3)CC1	-1%
CNC(=O)NC(=O)CCN(C)Cc1ccc(C(C)C)cc1	4%
COc1ccc(C)c2sc(N(Cc3cccnc3)C(=O)c3ccc(S(=O)(=O)N(C)C)cc3)nc12	4%
Cc1cc2nc3n(c(=O)c2n1CC(=O)NC(C)c1ccccc1)CCCCC3 (stereo not drawn)	1%
CC(Oc1ccc(C(F)(F)F)cc1)C(=O)NC1(C#N)CCCCC1 (stereo not drawn)	23%
COc1ccccc1C(C)N(C)C(=O)CCn1ccc2ccccc21 (stereo not drawn)	11%
Cc1cccc(CC(=O)N2CCC3(CCCCO3)CC2)c1	6%
CCOc1ccc(N(C(=O)Cn2nnc3ccccc32)C(C(=O)NCc2ccccc2)c2ccc(OC)cc2)cc1 (stereo not drawn)	-7%
CCOC(=O)Cn1c(=O)n(CC2CCCO2)c2nc(-c3cc(OC)ccc3OC)nc(C(N)=O)c21 (stereo not drawn)	?
CCCc1ccc(C(NC(=O)Cn2c(=O)c3c(ncn3C)n(C)c2=O)C(C)C)cc1 (stereo not drawn)	-25%
Cc1ccccc1OCCN(C)C(=O)NCc1cccc(Cl)c1	9%
CC(C)NC(=O)N1CCN(C(=O)NC2CCCCC2)[C@@H](C(=O)N[C@H](Cc2c[nH]c3ccccc23)C(N)=O)C1	-4%
Fc1ccc(/C=C/CN2CCC(n3cc(C4CCCC4)nn3)CC2)cc1	11%
O=C(c1ccccc1F)N1CC(Oc2ccc(F)c(F)c2)C1	7%[149 µM]
O=C(NC1CC1)C1CC(=O)N(c2n[nH]c3cccc(F)c23)C1 (stereo not drawn)	3%
Cc1ccccc1C(=O)N(Cc1ccco1)C1CC1	0%
CCN(CC)C(=O)Cn1cc(SCC(=O)Nc2ccc(C)cc2)c2ccccc21	9%
CC[C@H]1CN(C(=O)Nc2cccc(OC)c2)CC[C@H]1CC(=O)NCc1cccnc1	-11%[86.2 µM]
COC(=O)c1cc(NC(=O)CC2Sc3ccccc3NC2=O)cc(C(=O)OC)c1 (stereo not drawn)	-18%
C=CCOc1cccc2[nH]c(C(=O)O)cc12	?
Additional records
SMILES	KDM5B inhibitor
Cc1nc2nncn2c(Nc2ccc(F)cc2)c1C	-4%
O=C(Nc1ccccc1Cc1ccccc1)c1cnc2ccccc2n1	20%
N#Cc1ccc(NCC(=O)Nc2ccccc2)cc1	-5%
CCn1c(=O)c2c(cc(C)n2C)n(CC(=O)Nc2ccccc2C)c1=O	35%
COc1cc(CNC(=O)c2ccccc2-c2nc(-c3ccc(F)cc3)no2)cc(OC)c1OC	8%
COCc1noc([C@@H]2CC(F)(F)CN2C(=O)c2cc(C)[nH]n2)n1	-7%
Cc1cccc(NC(=S)Nc2ccc(N(C)C)cc2)c1	?
NNC(=O)c1csc(-c2ncc(C(F)(F)F)cc2Cl)n1	10%
CCc1ccc2oc(=O)cc(CN3CCN(CC(=O)NC4CCCCC4)CC3)c2c1	25%
COCC(C)NC(=O)CSc1nc(-c2ccc(OC)c(OC)c2)cc(C(F)(F)F)n1 (stereo not drawn)	?
COc1ccc2c(c1)c(N1CCCC1=O)c(C(=O)Nc1cc(C)c(Cl)cc1OC)n2C	-37%
CNC(=O)c1cn2c(n1)CN(C(=O)c1ccccc1F)CC2	24%[149 µM]
CC(C)(C)C1CCCCC1NC(=O)c1ccc(Cl)nc1 (stereo not drawn)	12%
CCCC(C)c1nnc(NC(=O)C2CCN(C(=O)c3ccccc3F)CC2)s1 (stereo not drawn)	11%
CCOCCOC1CCN(C(=O)c2cnccn2)CC1	-12%
Cc1cc(=O)oc2cc(OCC(=O)Nc3c(C(C)C)cccc3C(C)C)ccc12	?
Cc1ccc2nc(C3CCCN(Cc4ccc(-c5cncnc5)cc4)C3)[nH]c(=O)c2c1 (stereo not drawn)	?
CC(C)(C)OC(=O)NCCCC(=O)NCc1c[nH]c2ncccc12	?
COc1ccccc1-c1coc2cc(OC(=O)C(C)C)ccc2c1=O	-23%
O=C(CCC1CCN(C(=O)c2ccoc2)CC1)N1CCC(Cc2ccccc2)CC1	39%[activator]
CCCCOc1ccc(NC(=O)C(C)Oc2ccccc2OC)c2cccnc12 (stereo not drawn)	1%
O=C(O)[C@]12CCCN[C@@H]1CCN(Cc1ccccc1OCCn1ccnc1)C2	-1%
COc1ccc(CNC(=O)c2nccnc2N)cc1OC	-1%
Cc1cc(-c2nnc3n2N=C(c2ccccc2)CS3)n[nH]1	25%
CN(C)CCNC(=O)c1nc(-c2cccc(N3CCOCC3)c2)cc2c1ccn2C	-23%[86.2 µM]
More structures follow:
SMILES	KDM5B inhibitor
Cc1sc(NC(=O)c2ccc(Cl)c(S(=O)(=O)N3CCOCC3)c2)nc1-c1ccc(F)cc1	18%
Cc1ccc(N2CCC(NC(=O)c3ccccc3F)C2=O)cc1 (stereo not drawn)	7%
Cc1ccc(C(=O)N2CCn3c(nn(-c4ccc(C(F)(F)F)cc4)c3=O)C2)cc1	?
Fc1ccc(-c2ccc(CNCCSc3nnnn3-c3ccccc3)o2)cc1	-23%
O=C1NC2(CCCCC2)N(C(=O)c2ccccc2)C2=C1CCCC2	18%
O=C(O)c1cc2c(c(S(=O)(=O)Nc3cccc(Cl)c3F)c1)CCC2	14%
FC(F)(F)c1ccc(N2C3CCC2CN(Cc2ccc(Cl)cc2)C3)cc1	-19%
O=S(=O)(NCc1ccnc(OCc2ccccc2)c1)N1CCOCC1	-12%
CC1CC1C(=O)N1CCN(S(=O)(=O)c2cc(C(F)(F)F)cc(C(F)(F)F)c2)CC1 (stereo not drawn)	5%
CCc1ccc(CNC(=O)C2CCCN(S(=O)(=O)c3ccc4c(ccn4C)c3)C2)cc1 (stereo not drawn)	-18%
COC1CCOC2(CCN(C(=O)Cc3ccccc3)CC2)C1 (stereo not drawn)	-11%
CCc1c(C(=O)c2[nH]c(C)c(C(C)=O)c2C)oc2ccc(F)cc12	-6%
COc1ccc(-c2cc(N3CCCN(C(=O)Cc4ccc(OC)c(Cl)c4)CC3)n[nH]2)cc1	?
Cc1ccc2c(CN3CCCCC3C)cc(=O)oc2c1 (stereo not drawn)	-12%
CC(C)(C)C1CCc2nc(NC(=O)Cc3ccc(Cl)cc3)sc2C1 (stereo not drawn)	-15%
Cc1ccc(C)c(N(C)C(=O)Cn2nc(Cc3ccncc3)c3ccccc3c2=O)c1	15%
Cc1nn(C)c2c1c(-c1ccccc1)cc(=O)n2CC(=O)NC(C)C	?
CC(C)[C@]1(O)CN(C(=O)Cc2ccc(F)cc2F)C[C@H]1C	-3%
Cc1cc(-c2ccc(F)c(C(N)=O)c2)cc(C(C)(C)C)c1	-21%
CC(=O)N1CCC(N2CC(Oc3cccc(C(=O)NCC4CC4)c3)C2)CC1	4%
COc1ccc(CNC(=O)CSc2ncn[nH]2)cc1OC	17%
CNC(=O)[C@@H]1CN(C(=O)c2cc3ccccc3[nH]2)C[C@H]1COC	-12%
CCOc1ccc(C(=O)NC(C)c2cc(C)ccc2C)cc1OC (stereo not drawn)	-6%
Cc1ccc(CCN2CC(C(=O)NCc3ccc4c(c3)OCO4)CC2=O)cc1 (stereo not drawn)	21%
CCOC(=O)c1cc2c(=O)n3ccccc3nc2n(CC2CCCO2)c1=NC(=O)c1ccccc1F (stereo not drawn)	?
(listing goes on)
SMILES	KDM5B inhibitor
CC(=O)Nc1ccc(NC(=O)c2cc(-c3ccc4c(c3)OCCO4)on2)cc1	-9%
CCC1c2ccsc2CCN1C(=O)CC(c1ccccc1)c1ccccc1 (stereo not drawn)	-5%
COc1ccc2c(c1)CCN=C2C[C@H]1CN(C(=O)C2CC2)CC[C@H]1CC(=O)O	?
Cc1c(Cl)cccc1NC(=O)Cn1c(=O)nc(-c2ccccc2)c2ccccc21	25%
CC(C)N1C(=O)C2(CCCCC2)C1C(=O)N1CCN(c2ccccc2F)CC1 (stereo not drawn)	26%
C#Cc1cccc(NC(=O)Cc2c[nH]c3ccccc23)c1	8%
Cc1nc(-c2ccccc2OC2CN(C(=O)c3cc(F)ccc3F)C2)no1	-27%
CCOC(=O)N1CCN(c2cc(C(=O)O)c3cc(NC(=O)CC(C)C)ccc3n2)CC1	i
Cc1nn(-c2ccccc2Cl)c(=O)n1CC(=O)NCCc1ccccn1	11%
Cc1c(Cl)cccc1NC(=O)CCS(=O)(=O)c1ccc2c(c1)CC(=O)N2C	-17%
Cc1cccc(CNS(=O)(=O)c2ccc3[nH]c(=O)ccc3c2)c1	?
COc1cc(F)cc(-c2ccc(COc3ccc4c(cnn4CCC(=O)O)c3)cc2)c1	-14%[86.2 µM]
CCCn1c(SCc2nc(-c3cc(OC)ccc3OC)no2)nnc1-c1ccc(Cl)cc1	-15%
COCCn1c(-c2ccc(OC)cc2)c(-c2ccc(OC)cc2)oc1=O	?
